APP 5'UTR act = activates APP 5'UTR luciferase reporter. 1% of 190,000 active. SH-SY5Y APP 5'UTR luciferase reporter, luminescence; zero percent = DMSO vehicle wells. activation, % at 2 µM;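 active = activation above a set limit, based on mean plus 3 SD of controls, cut at about 140% in these data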; note: values of inactives mirror those of a sister screen read the other way
APP transl inh = APP translation inhibition; SH-SY5Y APP 5'UTR-luciferase reporter, luminescence; inhibition, % at 2 µM; 0.82% of 190,000 active; AID 1285;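 active = inhibition above a set limit, derived from the sample mean plus 3 SD, cut at about 45% in these data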; note: values of inactives mirror those of a sister screen read the other way
NF-kB expr up = raises NF-kB expression in human neuronal cells; NF-kB reporter expression; hits give high values; fold change at 12.5 µM; 1.6% of 190,000 active; AID 1239; in the data active = fold change above about 3.3
STAT3 activator = STAT3 signaling activation. U3A cells, IL-6 STAT3-luciferase reporter, luminescence; 100% = signal with IL-6 EC80 alone. activation (% of control), % at 5.6 µM. 0.91% of 190,000 active. AID 871;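 active = activation above the screen-wide mean of compound activation plus 3 SD, cut at about 130% in these data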;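 note: 0% = background luminescence of wells with medium and substrate only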
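Material: STAT3-luciferase reporter U3A cells; Probe or stimulus: IL-6 (33 ng/mL); Incubation: compound pre-incubation 1 h before IL-6, then 6 h stimulation at 37 °C; Technique: luminescence from STAT3-driven luciferase reporter; Evaluation: % activation versus median of IL-6-stimulated wells; Controls: IL-6-only high control.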
FLuc inhib CS = inhibits firefly luciferase, flagging false hits in luciferase inhibition screens. P08659. ATPLite firefly luciferase biochemical luminescence, 10 min. inhibition, % at 10 µM. 1.5% of 200,000 active;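 active = inhibition above about 50% when tested at 10 µM, limit read from the data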
Target sequence (P08659 whole entry, looked up): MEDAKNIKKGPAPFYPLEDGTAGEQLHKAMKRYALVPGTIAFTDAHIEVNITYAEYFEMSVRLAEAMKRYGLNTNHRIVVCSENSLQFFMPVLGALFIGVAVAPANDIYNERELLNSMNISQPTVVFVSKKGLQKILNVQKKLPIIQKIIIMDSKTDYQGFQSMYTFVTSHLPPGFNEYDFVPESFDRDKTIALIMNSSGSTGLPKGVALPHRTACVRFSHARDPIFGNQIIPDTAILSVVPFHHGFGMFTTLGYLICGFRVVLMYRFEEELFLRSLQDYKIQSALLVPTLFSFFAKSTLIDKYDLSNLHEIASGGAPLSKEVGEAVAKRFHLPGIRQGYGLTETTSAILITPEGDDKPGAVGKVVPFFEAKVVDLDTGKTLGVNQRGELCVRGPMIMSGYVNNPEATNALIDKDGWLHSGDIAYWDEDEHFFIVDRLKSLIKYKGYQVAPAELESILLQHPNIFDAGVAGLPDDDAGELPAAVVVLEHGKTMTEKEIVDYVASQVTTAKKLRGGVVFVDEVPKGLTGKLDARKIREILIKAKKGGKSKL
STAT1 activator = activators of IFN-gamma induced STAT1 signaling | NIH 3T3 STAT1-luciferase reporter, luminescence; 100% = IFN-gamma alone, no compound | activation (% of control), % at 5.5 µM | 2.6% of 200,000 active | AID 932;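 active = activation above the screen-wide mean activation plus 3 SD, cut at about 130% in these data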;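 note: raw ratio to IFN-gamma control signal so 100% means no change and 0% no light; values of inactives mirror those of a sister screen read the other way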
STAT3 inh = reduces IL-6 driven STAT3 reporter signal; U3A cells, IL-6 STAT3-luciferase reporter, luminescence; host cell line lacks STAT1; inhibition, % at 5.5 µM; 0.89% of 190,000 active;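 active = inhibition above the mean inhibition across all screened compounds plus 3 SD, cut at about 44% in these data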;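 note: 0% = DMSO only wells and 100% = 100 µM nifuroxazide control wells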
RAM network inh = blocks the yeast RAM network; S. cerevisiae dse1pr::URA3 reporter, 5-FOA growth OD615, 2 d; analog-sensitive cbk1-as2 kinase mutant strain; inhibition, % at 50 µM; 1.8% of 190,000 active;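 active = inhibition above a set limit, 3 SD over mean compound inhibition, cut at about 8.4% in these data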;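 note: 0% = DMSO-only wells with no growth and 100% = 10 µM 1-NA-PP1 full growth; inhibition rescues growth on 5-FOA so higher OD means more RAM inhibition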
STAT1 inh = STAT1 signaling inhibition; 0.35% of 200,000 active; NIH 3T3 STAT1-luciferase reporter, IFN-gamma, luminescence; AID 920; inhibition, % at 5.5 µM;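 active = inhibition above a set limit, the mean inhibition across all tested compounds plus 3 SD, cut at about 34% in these data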;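 note: 0% = IFN-gamma with DMSO and 100% = IFN-gamma with 300 µM nifuroxazide; values of inactives mirror those of a sister screen read the other way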
Hsp70 activator = Hsp70 transcriptional activation, primary screen | HeLa Hsp70 promoter luciferase reporter, luminescence; scaled: vehicle 0, proteasome-inhibitor control 100% | activation, % at 10 µM | 0.04% of 200,000 active | AID 1203;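 active = activation above the mean across all tested compounds plus 3 SD, cutoff set per campaign, cut at about 5.5% in these data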;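 note: 100% = MG132 at 30 µM as the positive control and 0% = DMSO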
The depositor's hits bear a star; nt = not tested or not shown.

Every second line gives: APP 5'UTR act	APP transl inh	NF-kB expr up	STAT3 activator	FLuc inhib CS	STAT1 activator	STAT3 inh	RAM network inh	STAT1 inh	Hsp70 activator
COc1cccc(C2C(C(=O)c3cc4ccccc4o3)=C(O)C(=O)N2c2cc(C)on2)c1OC (stereo not drawn)
→ 23	-23	0.93	111	-5	98	-7	6.0	2	-0.1
COc1ccc(-n2c(C)cc(/C=C3\C(=O)NN(c4ccccc4)C3=O)c2C)cc1
→ 34	-34	1.5	109	55*	104	-10	4.6	-4	-0.4
Cc1ccc2cc(C)c(NCCO)nc2c1
→ 12	-12	1.4	102	-2	106	0	1.6	-7	-0.2
COc1cc(/C=C/C(=O)c2ccc(Cl)s2)cc(OC)c1O
→ -11	11	0.79	86	1	87	23	-1.6	14	0.3
Cc1cc2nc(CCN(C(=S)NCC(C)C)C3CCCC3)[nH]c2cc1C
→ 0	0	0.72	96	-5	92	9	-1.4	8	-0.1
Cc1noc(NS(=O)(=O)c2ccc(N/C=C\C(=O)c3ccc(Br)cc3)cc2)c1C
→ -6	6	1.2	97	6	109	6	12*	-12	-0.1
CS(=O)(=O)n1nc(-c2ccc(Cl)cc2)nc1SCc1ccccc1
→ 26	-26	1.9	106	-3	109	-6	2.4	-25	0.2
COc1cccc(/C=N/NC(=O)CNC(=O)C2COc3ccccc3O2)c1O (stereo not drawn)
→ -33	33	1.1	96	-5	94	0	3.9	6	-0.5
COC(=O)c1cc(NC(=O)Nc2cc(OC)ccc2OC)cc(C(=O)OC)c1
→ -6	6	0.28	98	-2	88	4	1.7	13	-0.2
CC(C)CN(C(=O)c1ccc(=O)n(C)n1)c1nc2ccccc2s1
→ 16	-16	1.5	88	6	104	19	0.3	-5	-0.1
N#Cc1c(-c2ccc(Br)cc2)nc2n(c1=O)CCCS2
→ 1	-1	1	99	-6	102	4	3.6	-2	-0.2
O=c1nc(NCc2ccccc2Cl)cn[nH]1
→ 11	-11	1	96	-1	99	6	1.2	1	0.2
CCOC(=O)C(NC(C)=O)(Nc1ccc(S(=O)(=O)Nc2nccs2)cc1)C(F)(F)F (stereo not drawn)
→ -9	9	1.1	98	-1	110	6	0.5	-11	-0.1
c1ccc2c(Nc3nc(N4CCOCC4)c4ccccc4n3)cccc2c1
→ -7	7	1.1	99	-6	87	5	0.3	15	-0.5
CCOC(=O)C1CCCN(Cc2cc(OC)c(O)c(OC)c2)C1 (stereo not drawn)
→ -13	13	0.84	101	-7	97	5	0.2	2	0.0
COc1ccccc1NC(=O)N(Cc1ccccc1)C1=NCC(C)S1 (stereo not drawn)
→ 33	-33	1.2	104	-6	103	-1	-0.8	-3	0.3
COc1ccc(CN2C(=O)CN(C3CCCCCC3)C(=O)C2c2ccc(F)cc2)cc1 (stereo not drawn)
→ 7	-7	0.86	102	-4	88	1	2.0	13	-0.3
N#Cc1c2n(c3c(=S)nc[nH]c13)CCCCC2
→ -8	8	0.93	80	1	92	27	1.8	9	-0.1
Cc1ccccc1-n1nnnc1SCC(C)C
→ -10	10	0.88	112	0	98	-10	-1.2	-1	0.3
Cc1ccc(CSc2nnc3nc(C)cc(C)n23)cc1
→ 6	-6	1.3	89	-3	102	18	-0.1	-2	0.2
CCC(=O)Nc1cccc(C(=O)/C=C/c2cccs2)c1
→ 46	-46	2.6	89	14	102	21	-0.8	-2	-0.1
COc1ccc(CNC(=O)CN(Cc2ccc(C)cc2)S(=O)(=O)c2ccc(Cl)cc2)cc1
→ 1	-1	0.86	106	-3	100	-6	7.0	1	-0.5
COc1ccc(CC(=O)OCC(=O)NC(=O)NC23CC4CC(CC(C4)C2)C3)cc1
→ 2	-2	1.1	103	-7	108	-6	5.1	-9	-0.1
COC(=O)c1cn(C(=O)c2ccc(C)cc2)c2ccccc12
→ 2	-2	1.1	93	0	99	13	1.0	0	-0.4
CCn1cc(CNC(=O)c2ccc(Cl)c([N+](=O)[O-])c2)c(C)n1
→ -10	10	1.3	100	-4	92	0	-1.3	8	-0.2
Cc1ccccc1C(=O)N1CCC(C(=O)Nc2ccc(F)cc2)CC1
→ -3	3	1.2	104	-2	95	0	0.1	5	-0.1
CC(=O)Nc1ccc(-c2cc3ccccc3o2)cc1
→ 222*	-222	6.5*	92	25	141*	17	1.4	-44	-0.1
O=C1c2cccc3cccc(c23)C(=O)N1c1ccccn1
→ 0	0	1.3	77	0	94	32	2.0	7	0.0
CCOC(=O)c1ccc(NC(=O)C2CC2)cc1
→ 12	-12	1.7	87	2	91	17	1.7	10	-0.3
COc1cc(C2/C(=C(\O)c3ccc4c(c3)CC(C)O4)C(=O)C(=O)N2Cc2ccco2)ccc1O (stereo not drawn)
→ 12	-12	1	109	-5	112	-9	5.0	-14	-0.3
Cc1nc2ccc(NC(=O)N3CCOCC3)cc2nc1C
→ 25	-25	0.83	98	-7	91	4	0.7	10	-0.3
CCCn1cc(NC(=O)c2cc(-c3ccccc3)on2)cn1
→ 0	0	3.6*	103	5	130*	4	0.0	-32	0.0
COc1cccc2c(=O)c3c(cnn3C)n(C)c12
→ -12	12	1.1	94	-5	104	9	-0.8	-12	0.3
Cc1c(NS(=O)(=O)c2ccc(Br)s2)c(=O)n(-c2ccccc2)n1C
→ -1	1	1	96	-3	93	5	0.0	8	-0.2
COc1ccc2c(c1)C(=O)N(c1ccc(C)cc1)C(=O)C2
→ 17	-17	0.94	90	-9	101	18	0.9	-2	-0.2
COc1ccc(-n2c(COc3cccc4ccccc34)nnc2SCC(=O)NCc2ccco2)cc1
→ 4	-4	0.95	98	-3	92	0	7.0	8	-0.1
Cc1cc(CNC(=O)CC2C(=O)NCCN2Cc2ccccc2C(F)(F)F)nn1C (stereo not drawn)
→ 20	-20	1.3	105	-7	102	-3	1.9	-4	0.0
O=C(NC1CCS(=O)(=O)C1)c1ccc(S(=O)(=O)N2CCCCC2)cc1 (stereo not drawn)
→ 0	0	nt	102	-7	107	4	0.8	-7	-0.1
CC(C)CNC(=O)CN(c1cccc(Cl)c1)S(C)(=O)=O
→ 3	-3	0.91	95	-8	99	10	0.3	-1	-0.3
CC(=O)c1cccc(NC(=O)CCCOc2ccc(C)cc2)c1
→ 17	-17	1.1	105	-1	97	-4	0.9	3	-0.4
CCC(C)/C(C)=N/NC(=O)CSc1nc2ccccc2[nH]1 (stereo not drawn)
→ -12	12	1.3	101	-3	94	5	2.1	5	-0.1
Cc1cc(=O)[nH]c(SCC(=O)NCCc2ccccc2)n1
→ -2	2	1.2	97	-6	94	0	-0.9	6	-0.2
O=C1C2CCCN2C(c2cccs2)N1c1ccc(Cl)cc1 (stereo not drawn)
→ 4	-4	1.2	120	2	108	-20	1.0	-8	-0.2
COc1ccc(-c2csc(NC(=O)C3CC(=O)N(c4ccc5c(c4)OCCO5)C3)n2)cc1 (stereo not drawn)
→ -1	1	0.44	93	-2	92	11	-0.1	9	-0.3
COc1ccc(-c2cc(C(=O)NCCCn3ccnc3)no2)cc1OC
→ -7	7	1.1	98	-6	95	9	1.4	6	-0.1
CC(=O)c1ccc(NC(=O)COC(=O)c2ccccc2Nc2ccccc2)cc1
→ 0	0	1.2	94	-4	95	10	0.2	6	-0.7
CCCN(CCO)Cc1ccc2ccccc2c1
→ 2	-2	1.1	100	-2	95	6	0.2	5	-0.2
CCOC(=O)CCc1c(C)c(C#N)c2[nH]c3ccccc3n2c1=O
→ 9	-9	0.45	79	-5	102	28	5.8	8	-0.2
O=C(CN1CCN(Cc2ccccc2)CC1)N/N=C/C=C/c1ccco1
→ -1	1	0.85	107	-5	101	-10	-0.2	-1	-0.2
COc1ccc(NC(=S)N2CCN(C/C=C/c3ccccc3)CC2)cc1
→ -3	3	0.83	95	-6	96	2	0.6	4	-0.4
Cc1ccc(Nc2cccccc2=O)cc1
→ 58	-58	2	97	27	116	13	0.0	-18	-0.1
CCOC(=O)c1c(C(C)(C)C)oc2ccc(O)cc12
→ -3	3	1.2	107	-1	101	-3	-0.9	-1	0.4
COc1ccc(S(=O)(=O)Nc2ccc(S(=O)(=O)N3CCCCC3)cc2)cc1
→ -1	1	1.1	102	-3	101	2	3.9	-1	-0.3
O=c1oc(-c2cccs2)nc2ccc(Br)cc12
→ -5	5	0.9	99	2	103	6	1.4	-3	-0.5
CCO/C=C1/C(=O)N(Cc2ccccc2)C(=O)c2ccccc21
→ 0	0	1.1	105	-5	99	-9	-1.5	3	-0.4
Cc1cc(-c2nc3cccnc3s2)ccc1NS(=O)(=O)c1ccc2c(c1)OCCO2
→ 18	-18	1	118	-7	93	-12	4.3	7	0.0
CC(=O)Oc1ccc(S(=O)(=O)c2ccc(OC(C)=O)cc2)cc1
→ 12	-12	1.1	104	-7	101	-2	0.5	-3	-0.4
CC(C)C(C(=O)O)N1C(=O)/C(=C/C=C/c2ccco2)SC1=S (stereo not drawn)
→ -2	2	0.87	103	3	101	7	0.7	-1	-0.5
COC(=O)c1ccnc(/C=N/O)c1
→ 2	-2	1.1	101	-9	95	5	0.6	5	-0.3
c1ccc(CCN(Cc2ccccc2)Cc2nc(C3CC3)no2)cc1
→ -1	1	1.2	103	-6	103	-1	0.9	-6	0.3

The listing continues.
Every second line gives: APP 5'UTR act	APP transl inh	NF-kB expr up	STAT3 activator	FLuc inhib CS	STAT1 activator	STAT3 inh	RAM network inh	STAT1 inh	Hsp70 activator
COc1ccc(N2C(=O)CCC(C(=O)NCCCN3CCC(C)CC3)C2c2ccc(OC)c(OC)c2)cc1 (stereo not drawn)
→ -9	9	1.1	105	-1	102	-2	-1.1	-4	-0.6
Cc1nn(-c2ccccc2)c2c1C1(C(=O)Nc3ccccc31)N1C(=N2)Sc2ccccc21 (stereo not drawn)
→ -2	2	0.75	86	-7	99	24	1.4	1	0.0
CCOc1ccc(NC(=O)CCC(=O)c2ccc(-c3ccccc3)cc2)cc1
→ 8	-8	1.1	99	-9	107	-1	4.0	-8	-0.2
COc1ccc(C2Nc3ccccc3C(=O)N2NS(=O)(=O)c2ccccc2)cc1OC (stereo not drawn)
→ 9	-9	1.1	103	-4	102	-3	0.8	-1	-0.4
COc1ccc2c(C)cc(N3CCCCCC3)nc2c1
→ 7	-7	2.3	101	-1	95	0	1.5	5	-0.2
COC(=O)c1cc(C(=O)OC)cc(N2C(=O)CC(NNC(=O)c3ccccc3Br)C2=O)c1 (stereo not drawn)
→ 8	-8	0.98	106	-3	103	-2	5.1	-3	-0.3
COc1ccc(/C=N/Nc2ncc(C(F)(F)F)cc2Cl)cc1OC
→ -9	9	1.3	79	0	95	31	0.8	5	-0.1
C=C(C)[C@@H]1CC=C(CN2CCC(CCOC)(C(=O)OCC)CC2)CC1
→ -18	18	0.98	107	-6	91	-5	1.8	9	-0.3
CC(C)(C)Nc1nc2nonc2nc1NC(C)(C)C
→ nt	nt	1.1	104	-4	95	3	2.0	5	-0.7
CN1/C(=C\C(=O)COC(=O)c2ccco2)C(C)(C)c2ccccc21
→ 30	-30	0.98	95	-4	99	12	1.9	0	0.1
